Compound activity: PubChem BioAssay, several laboratories
PHOSPHO1 inh: PubChem AID 1565; Phosphoethanolamine/phosphocholine phosphatase (Homo sapiens), Q8TCT1; recombinant PHOSPHO1, absorbance phosphatase assay; inhibition, % at 13.3 µM; 290,000 tested, 1.1% active; in the data active = inhibition above about 60%
Target sequence (Q8TCT1 whole entry, looked up): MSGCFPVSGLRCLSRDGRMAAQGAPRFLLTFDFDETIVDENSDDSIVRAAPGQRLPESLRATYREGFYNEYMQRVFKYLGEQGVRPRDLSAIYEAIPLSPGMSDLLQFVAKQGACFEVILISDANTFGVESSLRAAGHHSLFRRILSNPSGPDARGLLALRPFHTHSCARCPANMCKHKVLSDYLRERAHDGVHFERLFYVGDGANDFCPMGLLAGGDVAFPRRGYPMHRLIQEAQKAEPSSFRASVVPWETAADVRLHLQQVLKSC
pCIP destab: p/CIP-EGFP fusion destabilizers, primary screen, fluorescence, F442A cells; 16 h; 290,000 tested, 0.01% active; Q05BA5; decrease of EGFP signal, % at 10 µM; AID 1984, 2009;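 active = EGFP signal decrease of at least 30% at 10 µM or well 3 SD below plate mean, unless failing retest; inactive = the rest, including hits failing retest or dose response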; also: some compounds called inactive have numbers as strong as hits; many of its hits are not listed in these tables
NALP1 yeast inh: NALP1 inflammasome inhibitors in reconstituted yeast, colorimetric, S. cerevisiae, triplicate retest; S. cerevisiae NALP1/ASC/caspase-1 growth, X-gal OD620, 72 h; inhibition, % at 10 µM; 280,000 tested, 0.61% active; AID 2071, 2009; in the data active = inhibition mostly above about 24%, no sharp cut-off; inactive = mostly below about 32%; also: some compounds called inactive have numbers as strong as hits
M18AAP inhibitor: PfM18AAP inhibitors, malaria aminopeptidase, primary screen, biochemical, QFRET, recombinant enzyme. H-Glu-NHMec fluorogenic cleavage. inhibition, % at 7.35 µM. AID 1822, 2009. M18 aspartyl aminopeptidase (Plasmodium falciparum 3D7). 290,000 tested, 1.2% active;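 active = inhibition above the campaign mean inhibition over all tested compounds plus 3 SD, cut at about 28% in these data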;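 also: 0% = plate median of test compound wells and 100% = 2 mM ZnCl2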
IMP-1 inhibitor: IMP-1 metallo-beta-lactamase inhibitors, primary screen, biochemical, epi-absorbance readout, Pseudomonas aeruginosa enzyme; metallo-beta-lactamase IMP-1 (Pseudomonas aeruginosa); purified IMP-1, nitrocefin hydrolysis, epi-absorbance fluorescence; inhibition, % at 5.6 µM; 290,000 tested, 0.45% active; AID 1556, 2009;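 active = inhibition above the mean plus 3 SD of all compounds in the same screening run, cut at about 4.5% in these data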;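 also: 0% = IMP-1 with DMSO and 100% = DMSO wells lacking enzyme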
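assay system = purified recombinant IMP-1 metallo-beta-lactamase enzyme | schedule = 15 min preincubation plus 25 min reaction at 25 °C | signal = Epi-absorbance fluorescence, 480 nm excitation, 530 nm emission | read-out basis = percent inhibition from optical density relative to buffer-blank wells | controls = IMP-1 with DMSO as 0%, enzyme-free DMSO as 100%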
GPR7 antag: GPR7 receptor antagonists, primary screen, cell-based, fluorescence, single concentration; Neuropeptides B/W receptor type 1 (Homo sapiens), P48145; GPR7-expressing cells, fluorescence antagonist assay; inhibition, % at 4.4 µM; 290,000 tested, 1.1% active; AID 1861, 2009; in the data active = inhibition above about 16%, passing the limit was not always enough;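 also: cells stimulated with the agonist NPW; 0% = agonist with vehicle and 100% = vehicle without agonist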
Target sequence (P48145 whole entry, looked up): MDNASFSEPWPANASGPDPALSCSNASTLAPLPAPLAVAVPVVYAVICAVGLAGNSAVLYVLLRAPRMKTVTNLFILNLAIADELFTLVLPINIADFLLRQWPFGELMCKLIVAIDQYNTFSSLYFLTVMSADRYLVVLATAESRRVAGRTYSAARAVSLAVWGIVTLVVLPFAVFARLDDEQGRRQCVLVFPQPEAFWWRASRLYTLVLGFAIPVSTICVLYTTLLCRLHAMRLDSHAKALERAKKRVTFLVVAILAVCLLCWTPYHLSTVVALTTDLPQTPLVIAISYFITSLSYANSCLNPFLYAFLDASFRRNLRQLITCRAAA
IDE act: human IDE activators in live cells, primary screen, fluorescence polarization, HEK cells, FAbeta-B substrate; FAbeta-B cleavage; 0% vehicle, 100% cell-free pure enzyme wells; activation, % at 5.96 µM; 340,000 tested, 0.073% active; AID 493087, 2011;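 active = activation above the mean of all tested compounds plus 3 SD, set per screening campaign, cut at about 17% in these data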
VIM-2 inhibitor: VIM-2 metallo-beta-lactamase inhibitors, primary screen, biochemical, epi-absorbance readout, Pseudomonas aeruginosa enzyme. purified VIM-2, nitrocefin hydrolysis, epi-absorbance fluorescence. inhibition, % at 5.6 µM. 290,000 tested, 0.89% active;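 active = inhibition above the mean of all tested compounds plus 3 SD, cutoff set per screening run, cut at about 7.5% in these data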;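 also: red hydrolysis product quenches plate fluorescence so inhibitors raise well fluorescence; 0% = enzyme with DMSO and 100% = DMSO without enzyme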
IDE inh: human IDE inhibitors in live cells, primary screen, fluorescence polarization, HEK cells, FAbetaB substrate; FAbetaB cleavage; inhibition, % at 5.59 µM; 320,000 tested, 0.41% active;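 active = percent inhibition above the average of all tested compounds plus 3 SD, set per screening campaign, cut at about 16% in these data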;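 also: IDE supplied by intact live HEK cells; FP after avidin binding of uncleaved biotin substrate so inhibition keeps polarization high; 0% = DMSO wells and 100% = 60 µM reference IDE inhibitor Ii1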
* hit, by the source's call; . = no result given.

pCIP destab	GPR7 antag	PHOSPHO1 inh	NALP1 yeast inh	IMP-1 inhibitor	IDE inh	VIM-2 inhibitor	M18AAP inhibitor	IDE act	canonical_smiles
-20	1	43	15	-1.8	0	0.4	-3	3	COc1ccc(CNC(=O)N2CCN(c3ccccc3)CC2)cc1
-16	-9	42	-7	-2.4	6	-1.0	4	2	CC1CCCC(C)N1C(=O)COc1ccc(C(=O)Nc2ccccc2N2CCOCC2)cc1 (configuration not stated)
-5	-2	-16	0	-2.9	1	-2.4	4	3	O=C(COC(=O)c1ccc(NS(=O)(=O)c2ccc(F)c(F)c2)cc1)NCC1CCCO1 (configuration not stated)
23	-8	.	-15	-3.8	2	-3.6	-2	0	CCS(=O)(=O)N1CCC(C(=O)Oc2ccc(Br)cc2)CC1
-17	-7	44	-4	-1.9	1	-2.0	8	3	C/C(CC(=O)NC(C)C)=N\NC(=O)C(c1ccccc1)c1ccccc1
-108	-13	.	-2	-2.5	-3	-0.2	-16	4	O=C(N[C@@H]1C[C@H]2CC[C@@H]1C2)c1ccco1
-13	-8	2	1	-2.8	4	-1.1	-4	8	CCOC(=O)c1c(NC(=O)CCC(=O)N(CC)CC)sc2c1CC(C)(C)OC2
-8	.	25	.	.	1	.	.	2	O=C1C2C(c3ccccc3)CC=CC2[C@H](c2ccc(C(F)(F)F)cc2)N1Cc1ccccc1 (some centres not stated)
-5	-8	-41	26	-1.7	-11	-1.9	0	4	Cc1c(C(Nc2ccccn2)c2ccc(Cl)cc2)c(=O)n(-c2ccccc2)n1C (configuration not stated)
-3	-5	30	22	1.9	1	-0.4	1	0	COc1cccc(C2/C(=C(\O)c3ccc4c(c3)OCCO4)C(=O)C(=O)N2CCCn2ccnc2)c1 (configuration not stated)
14	5	21	18	-2.7	-3	0.8	-2	-3	COc1cc(-c2noc(C)c2/C=C/c2ccc(C(=O)O)cc2)cc(OC)c1OC
-5	-13	41	15	-2.1	0	-1.2	-5	-5	COc1ccc(NC(=O)c2ccccc2C(=O)N2CCCCC2)cc1
-6	2	4	-5	-1.3	-2	-2.2	4	4	CCOC(=O)COc1ncn(-c2ccccc2)n1
-1	4	27	5	-3.0	-10	-3.4	1	-5	CC1CCN(S(=O)(=O)c2cn(CC(=O)Nc3cccc(C#N)c3)cn2)CC1
-13	20	-12	6	0.6	7	2.1	-15	1	COc1ccc(C(=O)NN(C)c2nc(C(F)(F)F)nc3ccccc23)cc1
-5	7	10	6	1.3	6	-1.0	4	-1	Fc1ccc(Nc2nc(-c3ccncc3)nc3ccccc23)cc1F
-10	-3	20	-1	-2.9	-2	-1.2	3	1	O=C(Cn1c2[n+](c3ccc(C(F)(F)F)cc31)CCCCC2)c1cccc([N+](=O)[O-])c1
-12	-9	34	7	-2.3	-6	-2.1	1	2	CCCCCCCCC(=O)N/N=C/c1cccc(Br)c1
-18	4	32	-2	-3.0	1	-1.8	-4	2	COc1ccc(CCN(C)C(=O)c2c(C)nn(-c3ccccc3)c2C)cc1OC
-10	-11	-16	-1	-3.1	2	-2.3	5	6	CCCCNC(=O)Cn1cnc2ccc(S(=O)(=O)N3CCC(C)CC3)cc2c1=O
0	8	-14	-16	0.2	1	-0.5	-7	2	Cc1cc(C(=O)CN2C(=O)NC3(CCCCC3)C2=O)c(C)n1Cc1ccco1
-12	1	36	11	-1.4	3	-3.2	2	-3	Cc1cc(=O)oc2cc(OCC(=O)N3CCN(C(=O)C4COc5ccccc5O4)CC3)c(Cl)cc12 (configuration not stated)
2	-2	-11	-13	-2.2	-3	-2.3	-1	0	CC1CC(C(F)F)n2nc(C(=O)Nc3sc4c(c3C#N)CCC(C(C)(C)C)C4)nc2N1 (configuration not stated)
-6	-8	28	-12	0.8	3	1.8	8	6	Cc1[nH]c2ccccc2c1/C=N/NC(=O)CNC(=O)Cc1ccccc1
-4	-10	35	3	-2.1	-5	-2.3	4	4	COc1ccc(OC)c(C(C)NC(=O)Nc2cccc(C(C)=O)c2)c1 (configuration not stated)
-2	-11	28	4	-1.7	3	-1.4	-4	-2	COc1cc(Cl)c(C)cc1NC(=O)COC(=O)c1cc[n+]([O-])cc1
0	1	-16	14	-4.5	-5	-2.0	-7	4	CC1CCC(NC(=O)c2ccc(CNc3c(NC4CCCCC4)c(=O)c3=O)cc2)CC1 (configuration not stated)
8	-7	45	10	0.8	5	-2.4	1	2	Cc1ccc(OCC(=O)Nc2ccc(S(=O)(=O)Nc3cc(C)nc(C)n3)cc2)cc1
-6	-9	3	15	-0.6	1	33*	0	.	CCN(CC)CCC(=O)Nc1cccc2c1C(=O)c1ccccc1C2=O
-8	-5	1	1	-3.5	2	-1.1	-2	-3	COc1cc(OC)cc(C(=O)Nc2ccccc2-c2nnn(CC(N)=O)n2)c1
-1	20	-153	-10	-1.5	2	-3.3	8	3	CCN(C(=O)CN1C(=O)COc2ccc(S(=O)(=O)N3CCOCC3)cc21)c1ccc(OC)cc1
-2	7	11	7	-2.7	7	-2.7	1	-6	COC(=O)Cc1ccc(NC(=O)c2ccc(C)c(C)c2)cc1
-12	-8	20	29	-1.6	4	-0.7	-9	.	Cc1cc(C)nc(NS(=O)(=O)c2ccc(NC(=O)Nc3ccccc3F)cc2)n1
10	-6	-1	-3	-1.4	3	-1.2	1	-3	CCOC(=O)c1c(C)nsc1NC(=O)C1CCCCC1
-11	1	10	3	-5.1	2	-1.8	4	2	CCCNC(=O)c1cc(C)no1
-1	-8	6	14	-3.6	2	-1.3	-4	4	O=C(NCc1ccc(F)cc1)C(=O)NCC1OCCN1C(=O)c1cccs1 (configuration not stated)
-3	3	-11	1	-2.1	-1	0.2	-12	1	CCS(=O)(=O)c1ccc(Sc2nncn2C)c([N+](=O)[O-])c1
6	-1	8	.	-0.6	5	-2.0	2	.	COc1cccc(/C=N/NC(=O)C(c2ccncc2)N2CCOCC2)c1 (configuration not stated)
-3	-15	2	2	-3.3	-3	-1.6	-7	0	CCOC(=O)C1CCCN(CCC(=O)Nc2c(C(=O)OC)[nH]c3cc(OC)ccc23)C1 (configuration not stated)
2	16	74*	6	-4.2	0	-4.2	2	1	Cc1cc(NC(=O)CSc2nnc(-c3cccnc3)n2N)no1
-18	-22	-3	9	-4.1	-4	0.0	-7	-4	Cc1cc(C)n(-c2nc3ccccc3nc2Nc2ccc3[nH]c(=O)[nH]c3c2)n1
-6	9	46	12	-2.6	-7	-4.2	-2	6	O=c1cc(CO)[nH]cc1OCc1ccccc1
-3	-2	31	-10	-2.2	3	-2.0	0	2	O=C(NCc1cccc(Cl)c1)C1CCN(c2nnc(N3CCCC3=O)s2)CC1
5	-1	-18	-3	-4.8	7	-5.7	13	1	Cc1cc2c(cc(C(=O)OCC(=O)NCc3cccs3)n2C(C)C)o1
-5	-1	28	-3	-2.4	1	-1.5	-10	-1	C#CCOCCOCCOCCNc1nc(N2CCN(C(=O)C(CCC(=O)O)n3cc(C(N)CC(C)C)nn3)CC2)nc(N2CCN(C(=O)C(Cc3cc4ccccc4[nH]3)n3cc(C(N)Cc4ccc(O)cc4)nn3)CC2)n1 (configuration not stated)

Part of the list above, reformatted.
compound,pCIP destab,GPR7 antag,PHOSPHO1 inh,NALP1 yeast inh,IMP-1 inhibitor,IDE inh,VIM-2 inhibitor,M18AAP inhibitor,IDE act
Cc1cc(C)n(-c2nc3ccccc3nc2Nc2ccc3[nH]c(=O)[nH]c3c2)n1,-18,-22,-3,9,-4.1,-4,0.0,-7,-4
O=c1cc(CO)[nH]cc1OCc1ccccc1,-6,9,46,12,-2.6,-7,-4.2,-2,6
O=C(NCc1cccc(Cl)c1)C1CCN(c2nnc(N3CCCC3=O)s2)CC1,-3,-2,31,-10,-2.2,3,-2.0,0,2
Cc1cc2c(cc(C(=O)OCC(=O)NCc3cccs3)n2C(C)C)o1,5,-1,-18,-3,-4.8,7,-5.7,13,1

Structures listed so far that bear a hit mark in VIM-2 inhibitor.
pCIP destab	GPR7 antag	PHOSPHO1 inh	NALP1 yeast inh	IMP-1 inhibitor	IDE inh	VIM-2 inhibitor	M18AAP inhibitor	IDE act	canonical_smiles
-6	-9	3	15	-0.6	1	33*	0	.	CCN(CC)CCC(=O)Nc1cccc2c1C(=O)c1ccccc1C2=O

(more compounds)
pCIP destab	GPR7 antag	PHOSPHO1 inh	NALP1 yeast inh	IMP-1 inhibitor	IDE inh	VIM-2 inhibitor	M18AAP inhibitor	IDE act	canonical_smiles
-3	9	0	35	1.0	-2	2.1	11	11	CN(C)/C=C1\C(=O)N(c2ccc([N+](=O)[O-])cc2)N=C1c1ccccc1
-13	-6	10	33	-4.2	0	-2.6	2	-1	COc1ccc(CCNC(=S)Nc2ccc(C)cc2C)cc1
-4	11	-7	-9	-2.7	-6	-3.0	-10	5	CC(C)N=C(NS(=O)(=O)NC(=O)c1ccccc1)c1ccccc1
-4	-4	-26	.	-2.7	7	-3.8	-3	8	Nc1nonc1-n1nnc(C(=O)N/N=C/c2ccccc2Cl)c1COc1ccc(F)cc1
9	1	28	2	-2.8	-7	-1.3	2	0	CCNCC(=O)Nc1ccc(N2CCOCC2)cc1
1	-3	44	6	-3.1	-6	0.1	6	6	O=C(OCC(=O)N1CCOCC1)c1c(Cl)ccc(Cl)c1Cl
-15	-8	19	-6	-2.3	-5	2.0	-7	0	COc1ccc(-c2cc(=O)oc3c(C)c(OCC(=O)NCC4CCC(C(=O)O)CC4)ccc23)cc1 (configuration not stated)
-11	-2	23	15	-3.6	3	-4.0	2	-2	Cc1ccc(S(=O)(=O)N2CCN(C(=O)c3c(-c4ccccc4)noc3C)CC2)c(C)c1
-10	-19	6	4	-1.6	-2	-0.7	-7	0	CCC1CCCCN1CCCNC(=O)c1ccc2c(=O)n(CCOC)c(=O)[nH]c2c1 (configuration not stated)
